From PubChem BioAssay
Anthrax LF prot: anthrax lethal factor protease inhibition; 360,000 compounds, 0.12% hits; inhibition, % at 10 µM; multiplex microsphere protease cleavage assay, LF; AID 588501; P15917; also: plate controls were buffer without enzyme for full effect and enzyme alone for no effect
Target sequence (P15917 whole entry, looked up): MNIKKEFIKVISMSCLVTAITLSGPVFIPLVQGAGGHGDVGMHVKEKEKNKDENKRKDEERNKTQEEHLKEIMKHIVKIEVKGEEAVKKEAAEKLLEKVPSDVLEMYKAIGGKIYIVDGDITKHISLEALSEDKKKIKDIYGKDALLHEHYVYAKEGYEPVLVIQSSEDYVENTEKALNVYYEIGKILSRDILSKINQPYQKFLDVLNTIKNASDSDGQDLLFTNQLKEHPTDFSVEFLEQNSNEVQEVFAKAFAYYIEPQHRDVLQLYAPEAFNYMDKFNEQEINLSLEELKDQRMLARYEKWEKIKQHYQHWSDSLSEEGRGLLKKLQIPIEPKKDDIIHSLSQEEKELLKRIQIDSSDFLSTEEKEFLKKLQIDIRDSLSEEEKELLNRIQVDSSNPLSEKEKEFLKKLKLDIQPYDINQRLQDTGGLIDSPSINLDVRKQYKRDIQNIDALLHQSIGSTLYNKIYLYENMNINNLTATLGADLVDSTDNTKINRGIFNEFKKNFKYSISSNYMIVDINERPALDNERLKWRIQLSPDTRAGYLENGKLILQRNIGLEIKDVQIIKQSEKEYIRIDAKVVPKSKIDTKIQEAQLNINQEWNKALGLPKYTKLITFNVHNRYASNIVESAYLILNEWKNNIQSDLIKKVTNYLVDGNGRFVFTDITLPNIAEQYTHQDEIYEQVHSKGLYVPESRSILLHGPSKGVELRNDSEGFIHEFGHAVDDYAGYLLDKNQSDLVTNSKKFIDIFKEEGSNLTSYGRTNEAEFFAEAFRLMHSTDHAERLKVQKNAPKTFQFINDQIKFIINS
PfHsp40 yeast: rescue of PfHsp40-mediated yeast toxicity; growth rescue, % at 12.5 µM; 340,000 compounds, 0.68% hits; S. cerevisiae expressing PfHsp40, growth rescue, ATP luminescence; in the data active = growth rescue above about 28%, passing the limit was not always enough; inconclusive = no clear call, values can overlap the other calls;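 also: yeast W303a lacking pdr1 and pdr3 grown in galactose medium; growth measured after three days at 30 °C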
PrPC surface inh: cell surface PrPC inhibition, primary TR-FRET screen; P04156; 370,000 compounds, 0.43% hits; TR-FRET read-out; inhibition, % at 13.8 µM; in the data active = inhibition above about 24%; also: 0% = median of the test wells and 100% = reference compound wells
Yp Topo-I inh: blocks Yersinia pestis topoisomerase I activity; Y. pestis Topo-I cleavage product accumulation, plate reader; activity, % at 10 µM; 360,000 compounds, 0.064% hits; in the data active = activity above about 50%, passing the limit was not always enough; inconclusive = no clear call, values can overlap the other calls; also: inactives centre near 2
TcdB inh: TcdB glycohydrolase inhibition | TcdB glycohydrolase enzymatic assay, plate reader | inhibition, % at 9.99 µM | 350,000 compounds, 0.24% hits | AID 652162; in the data active = inhibition above about 10%
BoNT-A LC inh2: BoNT A light chain protease inhibition | multiplex microsphere protease substrate cleavage, flow cytometry | inhibition, % at 10 µM | 360,000 compounds, 0.17% hits | AID 588499; also: plate controls were buffer without enzyme for full effect and enzyme alone for no effect
CCHF vOTU inh: CCHFV vOTU protease inhibition; Pep-AMC fluorescence; inhibition, % at 11.5 µM; 370,000 compounds, 0.55% hits; in the data active = inhibition above about 30%; also: 0% = vehicle wells with enzyme and 100% = no enzyme wells
BoNT F protease: blocks Botulinum neurotoxin F light chain protease. Multiplex microsphere protease cleavage assay, flow cytometry. inhibition, % at 10 µM. 360,000 compounds, 0.22% hits. AID 588497; in the data active = inhibition above about 35%, passing the limit was not always enough; inconclusive = no clear call, values can overlap the other calls; also: plate controls were buffer without enzyme for full effect and enzyme alone for no effect
FadD28 binding: M. tuberculosis FadD28 bisubstrate binding inhibition | FadD28 bisubstrate probe binding, fluorescence polarization | inhibition, % at 12.5 µM | 360,000 compounds, 0.22% hits; in the data active = inhibition above about 8.5%, passing the limit was not always enough; inconclusive = no clear call, values can overlap the other calls
* = called active by the depositor; ? = inconclusive; / = not tested or not shown. Rule as the data show it, unless noted: active = inhibition above about 30%; inconclusive = no clear call, values can overlap the other calls; inactive = below that.

SMILES | Anthrax LF prot | PfHsp40 yeast | PrPC surface inh | Yp Topo-I inh | TcdB inh | BoNT-A LC inh2 | CCHF vOTU inh | BoNT F protease | FadD28 binding
COc1ccc(CCn2c(=N)c(C(=O)NCC3CCCO3)cc3c(=O)n4ccccc4nc32)cc1OC (stereo not given) | -2.0 | -0.8 | -58.1 | -4.6 | 0.4 | 1.6 | 10.7 | 13.6 | -0.1
Cc1ccc(-c2n[nH]c(=O)c3ccccc23)cc1S(N)(=O)=O | -10.5 | 0.5 | 3.2 | -5.3 | 0.2 | -1.7 | 1.5 | -7.9 | -2.2
Cc1c(C(=O)N/N=C/c2cccs2)nc2ccccn12 | -0.2 | -1.6 | 5.6 | -2.4 | -4.2 | -0.7 | 4.7 | 1.3 | 0.3
CCCC(=O)NC(c1ccco1)c1c(O)ccc2ccccc12 (stereo not given) | -0.6 | -1.0 | 0.8 | 2.6 | / | ? | -6.8 | -2.1 | 0.3
COc1ccc(Cl)cc1C(=O)OCC(=O)c1ccc[nH]1 | -5.9 | 0.2 | -8.0 | -2.0 | -0.2 | 1.1 | -4.0 | 0.4 | -1.3
CC(C(=O)NCC1CCCO1)N(C(=O)c1snc(C(N)=O)c1N)c1ccccc1 (stereo not given) | -1.4 | 0.6 | -8.6 | -6.7 | / | -0.2 | -10.3 | 1.0 | -3.4
CC(NC(=O)c1cccs1)C(S)c1ccccc1 (stereo not given) | -22.9 | -1.0 | 4.9 | -3.2 | -0.1 | -1.7 | -0.5 | 26.9 | -1.6
COc1ccc(N(C(=O)c2cccnc2)S(=O)(=O)c2ccc3c4c(cccc24)C(=O)N3C)cc1 | -0.2 | 0.6 | -5.3 | 27.0 | / | 1.8 | 3.7 | 1.3 | -5.6
Cc1c(NC(=O)c2cnc(Cl)c(Cl)c2)c(=O)n(-c2ccccc2)n1C | -3.6 | -0.8 | -1.4 | -4.3 | 0.6 | -6.5 | 0.6 | -15.1 | 0.5
CC1C(=O)Nc2ccccc2N1C(=O)c1ccc(F)cc1F (stereo not given) | -0.3 | 0.3 | -4.0 | -7.2 | 0.8 | -0.9 | -1.5 | -14.4 | 1.0
COc1ccc2c(c1)OC(O)(C(F)(F)F)CC2=O (stereo not given) | -5.1 | 0.0 | -1.4 | -11.2 | -0.2 | -0.1 | -4.0 | 0.0 | -1.2
C=CCNC(=S)N(CC)c1cccc2ccccc12 | -8.3 | 1.0 | -4.9 | 9.3 | 1.1 | -1.6 | -3.2 | -12.6 | -5.0
CCCc1cc(=O)[nH]c(SCC(=O)Nc2ccc3c(c2)CCC3)n1 | -3.7 | -0.9 | -1.5 | 3.4 | 1.8 | 0.3 | 1.8 | -10.4 | -0.3
COc1ccc(C(=O)NCCNc2ccc([N+](=O)[O-])cc2)cc1OC | -1.5 | -1.2 | -17.5 | -7.6 | 0.2 | 1.6 | -6.0 | 20.3 | -1.1
O=C(c1cccs1)N1CCC(c2nc3c(nnn3Cc3ccccc3)c(=O)[nH]2)CC1 | -0.9 | 0.0 | -2.5 | 2.5 | / | -0.8 | -19.6 | -10.9 | -0.3
CC1(c2ccc3ccccc3c2)NC(=O)N(CC(=O)Nc2cccc(S(=O)(=O)N3CCOCC3)c2)C1=O (stereo not given) | -1.3 | 0.9 | -6.7 | 5.1 | 1.6 | -0.3 | 8.2 | -2.8 | -2.3
Cc1ccc(Oc2coc3cc(O)ccc3c2=O)cc1 | 2.0 | -0.7 | 9.2 | 4.1 | -2.4 | 0.3 | -27.4 | 16.0 | /
CC1(C(=O)NS(=O)(=O)c2cccc(F)c2)CCN1C(=O)c1ccco1 (stereo not given) | -4.2 | / | -1.5 | -3.9 | 0.0 | -0.8 | -10.5 | -1.4 | -2.8
c1ccc(COc2ccc(-c3cc4nc(NCCCn5ccnc5)ccn4n3)cc2)cc1 | -6.6 | / | -8.0 | 11.1 | 1.7 | -0.4 | 4.5 | -7.4 | -4.2
Cn1cccc1CNC(=S)Nc1cc(F)cc(F)c1 | 0.8 | 0.2 | 0.7 | 0.7 | -1.7 | -1.1 | 27.6 | -3.0 | -2.0
COc1ccc(C2C(C(C)=O)=C(O)C(=O)N2CCCn2ccnc2)cc1 (stereo not given) | 1.1 | 0.3 | 4.0 | 4.0 | / | 0.4 | -2.9 | -0.5 | -4.1
COC(=O)c1ccc(/C=N/NC(=O)CNc2cccc(C)c2)cc1 | 2.9 | 0.8 | -3.5 | 0.3 | 0.1 | 0.4 | 7.1 | -3.8 | -6.0
CC(=O)N1c2ccc(S(=O)(=O)N3CCC(C(=O)NC4CCCCC4)CC3)cc2CC1C (stereo not given) | -0.4 | 0.1 | 9.7 | 8.9 | 0.6 | 0.8 | -7.4 | 1.0 | 1.5
Nc1ccc(Sc2ccc([N+](=O)[O-])cc2)cc1 | -0.1 | 9.3 | -13.5 | -3.6 | 3.6 | -0.6 | 14.7 | -0.5 | 0.1
Cc1nn(-c2ccc([N+](=O)[O-])cc2)c(N)c1-c1ccccc1 | 1.3 | 6.2 | -55.4 | 0.7 | 2.4 | -0.7 | -0.9 | -3.5 | 1.0

Next section:
SMILES | Anthrax LF prot | PfHsp40 yeast | PrPC surface inh | Yp Topo-I inh | TcdB inh | BoNT-A LC inh2 | CCHF vOTU inh | BoNT F protease | FadD28 binding
COc1ccc(C(=O)NC2c3ccccc3-c3ccccc32)cc1 | -1.1 | -0.4 | 3.4 | 4.6 | 0.4 | -0.5 | -4.4 | -2.5 | -2.8
CCn1nnc2cc(C(=O)NCCc3ccccc3F)ccc21 | -1.1 | -1.3 | 1.5 | 4.7 | 0.2 | 2.3 | 10.6 | 11.5 | -2.8
Cc1cc(NC(=O)CSc2nnnn2C)n(-c2ccccc2)n1 | 1.2 | -1.3 | 6.7 | 8.6 | / | 0.8 | 6.1 | 8.0 | -1.7
Nc1nnc(N2CCCCC2)s1 | -0.4 | -2.0 | 2.5 | -0.7 | / | 1.4 | -10.4 | 4.7 | 1.0
CC(Nc1nc(-c2ccccc2)nc2ccccc12)c1ccccc1 (stereo not given) | -1.2 | 5.9 | 3.6 | -6.3 | -1.5 | -0.2 | 8.9 | -0.6 | -2.3
CCOC(=O)C(NC(=O)Nc1ccc(F)cc1)(OCC)C(F)(F)F (stereo not given) | -2.5 | -1.5 | 6.2 | -7.3 | / | 0.4 | -3.9 | -5.3 | -3.2
CC1(C)NC(=O)N(CC(O)COc2ccccc2-c2ccccc2)C1=O (stereo not given) | -2.3 | 2.1 | 2.9 | 7.3 | / | -0.1 | 2.4 | -10.5 | -4.0
Oc1ccccc1-c1cc(-c2ccccc2)n[nH]1 | -8.4 | ? | 0.8 | -5.9 | 3.6 | -0.8 | 6.4 | -9.4 | -8.4
S=c1[nH]nc(-c2ccc(Cl)cc2)n1CC1CCCO1 (stereo not given) | -1.4 | 1.2 | 1.3 | -6.9 | 7.1 | 1.5 | -11.3 | 10.6 | 2.0
CC1C=Cc2ccccc2N1C(=O)c1ccccc1 (stereo not given) | -0.3 | -0.6 | -4.1 | 0.9 | 1.2 | 0.3 | -19.1 | -3.4 | 1.5
CCOC(=O)c1nn(-c2ccc(C)cc2)c(=O)cc1OCC(=O)Nc1ccc(OC)cc1 | -1.0 | 2.2 | 0.2 | 15.9 | 1.8 | -5.5 | -11.0 | -7.4 | -1.8
O=C(c1csc2c1CCCC2)n1cccn1 | -8.2 | 1.1 | -0.2 | 0.5 | 1.0 | -2.9 | 8.0 | -10.8 | -1.8
C/C(=C1\SC(N2CCOCC2)=NC1=O)c1ccccc1 | -10.3 | 2.3 | -13.0 | 3.4 | / | -0.8 | 0.4 | -1.5 | -3.7
CCCCSCCCNC(=O)Nc1cccc(OC)c1 | 3.3 | 5.1 | 4.5 | 11.4 | 1.7 | -0.8 | 3.9 | -5.9 | 2.4
COc1ccc(OC)c(-c2nc(CN3CCCCC3c3cccnc3)c(C)o2)c1 (stereo not given) | -9.1 | / | 4.1 | 10.0 | 0.5 | -0.4 | -21.9 | 2.1 | -2.2
NC1=NC2OC(CO)C(O)C2O1 (stereo not given) | -2.0 | / | 2.8 | -4.4 | 1.1 | -0.4 | 7.3 | -2.9 | -3.0
CC1SCC(NC(=O)c2ccc(Cl)cc2)CS1 (stereo not given) | -8.6 | -0.2 | -1.1 | 0.6 | 0.0 | -2.6 | 3.8 | ? | -2.8
CCOc1cc(/C=N/NC(=O)C(OC)c2ccccc2)ccc1O (stereo not given) | 5.1 | -1.6 | -4.6 | -5.9 | 5.1 | -0.8 | 10.7 | -18.0 | -1.8
C1=C(c2ccccc2)Nc2nnnn2C1c1cccs1 (stereo not given) | -0.6 | 0.4 | -2.7 | -2.1 | / | -1.1 | 6.2 | 3.2 | 0.0
C[C@@]12C(=O)N(CC3CCCO3)CC(=O)N1[C@@H]1c3ccccc3OC[C@@H]1[C@@H]2c1ccccc1 (stereo not given in full) | -0.1 | 0.9 | -10.7 | 2.8 | 0.3 | -0.5 | 3.6 | -2.0 | -2.0
CN(CC(=O)Nc1ccc(F)c(F)c1F)C(=O)c1ccc2c(c1)NC(=O)CS2 | -4.6 | -0.8 | 2.1 | 0.8 | 0.3 | 0.6 | 6.5 | -5.9 | -2.6
COc1cc(C(=O)OC2C[C@H]3CC[C@@H](C2)N3C)ccc1O (stereo not given in full) | -4.0 | -0.9 | -1.0 | 0.4 | 3.6 | -0.3 | -5.8 | 18.6 | -0.4
COc1cccc(CNc2nc3cc(-c4cccc(C(F)(F)F)c4)sc3c(=O)n2C)c1OC | -6.8 | / | -4.6 | -3.1 | -1.3 | -0.2 | -3.7 | -1.3 | -3.4
COc1ccc(/C=C2\SC(N3CCCCC3)=NC2=O)cc1 | -7.3 | 1.4 | -2.5 | 8.5 | -2.3 | -1.2 | 8.2 | 3.8 | -1.8
CC1(C)NC(C)(C)C(O)(C(N)=O)C1=O (stereo not given) | -2.1 | -1.0 | 2.9 | 1.1 | / | -1.5 | -0.5 | -1.2 | -3.2

Other compounds:
SMILES | Anthrax LF prot | PfHsp40 yeast | PrPC surface inh | Yp Topo-I inh | TcdB inh | BoNT-A LC inh2 | CCHF vOTU inh | BoNT F protease | FadD28 binding
NC(=O)c1ccccc1OCC(=O)N1CCCc2ccccc21 | 0.7 | -0.3 | 0.3 | -6.5 | -0.2 | -0.5 | 1.6 | -0.6 | 0.1
C=CCC[C@@H](Cc1ccc(F)cc1)C(=O)OC[C@@H](Cc1c[nH]c2ccccc12)NC(=O)[C@H](CC=C)CC(=O)NCCO | -4.6 | 14.5 | -1.5 | 27.3 | 1.6 | -0.2 | 2.3 | -0.5 | -1.4
CC(C)N(C(=O)c1nn(C)c2c1CSc1ccccc1-2)C1CCCCC1 | -1.1 | 3.6 | 8.9 | 21.0 | 1.4 | 0.0 | 20.1 | -7.8 | -6.9
Cc1ccccc1OCC(O)CN1CCN(CC(O)COc2ccccc2C)CC1 (stereo not given) | -2.8 | -0.4 | -16.7 | 18.5 | 1.1 | 0.0 | 6.5 | -0.2 | -0.5
Cc1nn(Cc2ccccc2Cl)c(C)c1C(=O)NCc1ccco1 | 1.7 | 0.8 | -5.0 | -6.4 | / | 0.7 | 15.4 | 6.5 | 0.6
COc1ccc(CC(=O)Nc2cc(S(C)(=O)=O)ccc2Cl)cc1S(=O)(=O)N1CCOCC1 | 5.6 | 1.5 | 4.8 | -9.2 | 0.3 | -0.2 | -3.6 | -10.8 | -3.9
COC(=O)c1ccc(-n2cnc(Cl)n2)c(F)c1 | 0.8 | -1.5 | 6.1 | 15.2 | / | 0.1 | 0.2 | -7.6 | 0.5

4 entries from above, ordered by count of non-hydrogen atoms, low to high:
SMILES | Anthrax LF prot | PfHsp40 yeast | PrPC surface inh | Yp Topo-I inh | TcdB inh | BoNT-A LC inh2 | CCHF vOTU inh | BoNT F protease | FadD28 binding
Cc1nn(Cc2ccccc2Cl)c(C)c1C(=O)NCc1ccco1 | 1.7 | 0.8 | -5.0 | -6.4 | / | 0.7 | 15.4 | 6.5 | 0.6
CC(C)N(C(=O)c1nn(C)c2c1CSc1ccccc1-2)C1CCCCC1 | -1.1 | 3.6 | 8.9 | 21.0 | 1.4 | 0.0 | 20.1 | -7.8 | -6.9
Cc1ccccc1OCC(O)CN1CCN(CC(O)COc2ccccc2C)CC1 (stereo not given) | -2.8 | -0.4 | -16.7 | 18.5 | 1.1 | 0.0 | 6.5 | -0.2 | -0.5
COc1ccc(CC(=O)Nc2cc(S(C)(=O)=O)ccc2Cl)cc1S(=O)(=O)N1CCOCC1 | 5.6 | 1.5 | 4.8 | -9.2 | 0.3 | -0.2 | -3.6 | -10.8 | -3.9
